APE1 inh: inhibitors of human APE1 endonuclease. P27695. recombinant APE1, TAMRA/BHQ-2 abasic DNA cleavage fluorescence. Potency, µM (top dose mostly 65.8 µM), inactives show at the top dose activity change, negative = inhibition, hits mostly inhibitors. actives 0.35% (n = 350,000). AID 2517;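 note: potency is the fitted concentration of half-maximal effect; plate controls were vehicle for no effect and reference inhibitor for full effect; nearly all actives have a fitted effect of over 55% in size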
Target sequence (P27695 whole entry, looked up): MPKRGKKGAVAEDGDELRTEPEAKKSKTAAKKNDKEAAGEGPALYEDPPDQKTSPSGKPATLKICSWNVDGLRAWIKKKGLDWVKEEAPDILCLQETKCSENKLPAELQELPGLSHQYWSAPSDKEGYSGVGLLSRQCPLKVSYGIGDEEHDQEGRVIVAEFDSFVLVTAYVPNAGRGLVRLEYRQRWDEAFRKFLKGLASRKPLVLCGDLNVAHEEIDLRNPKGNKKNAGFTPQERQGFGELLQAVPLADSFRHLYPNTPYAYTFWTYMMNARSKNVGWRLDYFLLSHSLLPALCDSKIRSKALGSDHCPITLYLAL
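Measures dequenching upon AP-site incision of a 5'-TAMRA/3'-BHQ-2 THF-containing duplex, 50 nM; human APE1 0.75 nM after 15 min room-temperature exposure to compound; kinetic three-point read at one-minute spacing.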
Anesthetic bind: candidate novel general anesthetic via apoferritin binding; P02791; apoferritin/1-aminoanthracene competitive binding, fluorescence; Potency, µM (doses to about 77.5 µM), for inactives: at the top dose activity change, negative = displacement, hits mostly inhibitors; actives 0.074% (n = 350,000); AID 485281; note: potency is the fitted concentration of half-maximal effect; % is set by controls: 0 for no effect and ±100 for the full control effect; nearly all actives have a fitted effect of over 20% in size
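Read-out: endpoint 1-AMA fluorescence, excitation 380 nm and emission 535 nm, after compounds sit 10 min at room temperature with 10 uM horse-spleen apoferritin in 50% saturated 1-AMA/PBS. Values come from four-parameter Hill fits.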
ALOX12 inh: blocks human arachidonate 12S-lipoxygenase | actives 1.1% (n = 580,000) | Potency, µM (highest dose often 108 µM), for inactives: at the highest dose activity change, negative = inhibition, actives largely listed as inhibitors | P18054 | purified 12hLO, xylenol orange hydroperoxide absorbance; note: potency is the fitted concentration of half-maximal effect; % is set by controls: 0 for no effect and ±100 for the full control effect
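Purified human 12hLO at 150 nM in 25 mM Hepes, 0.01% Triton X-100, pH 7.0, preincubated 15 min at room temperature with compound. Reaction started with 40 uM arachidonic acid, 30 min at room temperature. Hydroperoxide measured by Fe-xylenol orange, 573/405 nm absorbance ratio.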
POLH inh: inhibitors of human DNA polymerase eta; recombinant Pol eta, fluorescent DNA replication assay; Q9Y253; Potency, µM (series often up to 114 µM), for the others: at the top dose activity change, negative = inhibition, most hits filed as inhibitors; actives 1.2% (n = 390,000); note: potency is the fitted concentration of half-maximal effect; % is set by controls: 0 for no effect and ±100 for the full control effect
Target sequence (Q9Y253 whole entry, looked up): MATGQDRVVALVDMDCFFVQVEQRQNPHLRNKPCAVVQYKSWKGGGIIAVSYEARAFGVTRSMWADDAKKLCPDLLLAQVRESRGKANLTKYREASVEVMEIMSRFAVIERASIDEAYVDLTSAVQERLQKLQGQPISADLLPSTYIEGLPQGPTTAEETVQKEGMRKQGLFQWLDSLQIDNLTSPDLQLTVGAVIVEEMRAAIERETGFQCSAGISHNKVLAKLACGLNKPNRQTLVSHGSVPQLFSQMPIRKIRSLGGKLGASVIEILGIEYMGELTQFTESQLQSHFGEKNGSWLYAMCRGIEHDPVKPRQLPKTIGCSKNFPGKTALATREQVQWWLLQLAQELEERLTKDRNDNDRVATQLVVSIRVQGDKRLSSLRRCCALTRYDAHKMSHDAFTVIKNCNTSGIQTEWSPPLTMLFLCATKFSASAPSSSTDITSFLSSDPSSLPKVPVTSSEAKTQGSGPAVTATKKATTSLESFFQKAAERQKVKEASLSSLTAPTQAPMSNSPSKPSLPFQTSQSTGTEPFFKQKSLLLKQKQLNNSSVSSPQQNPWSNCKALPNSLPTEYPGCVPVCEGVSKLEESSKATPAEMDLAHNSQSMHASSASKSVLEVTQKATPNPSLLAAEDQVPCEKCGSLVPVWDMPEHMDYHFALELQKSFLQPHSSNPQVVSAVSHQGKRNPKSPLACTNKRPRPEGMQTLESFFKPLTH
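Pol eta at 10 nM preincubated with compounds 15 min at room temperature; reaction started with fluorescent substrate (50 nM final) and read kinetically at 0 and 10 min.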
POLK inh: blocks human DNA polymerase kappa activity. Q9UBT6. purified Pol kappa, fluorescent DNA synthesis assay, 10 min. Potency, µM (series often up to 107 µM), for inactives: at the top dose activity, negative = inhibition, most hits filed as inhibitors. actives 0.53% (n = 400,000). AID 588579; note: potency is the fitted concentration of half-maximal effect; % is set by controls: 0 for no effect and ±100 for the full control effect
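50 nM final substrate added after 15 min RT preincubation of 10 nM Pol kappa with compound; fluorescence read at 0 and 10 min.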
RGS4 inhibitor: blocks human RGS4-accelerated GTP hydrolysis; Potency, µM (series often up to 114 µM), for the others: at the top dose activity change, negative = inhibition, hits mostly inhibitors; Transcreener GDP fluorescence polarization, RGS4-accelerated GTP hydrolysis; actives 0.039% (n = 390,000); P49798; note: potency is the fitted concentration of half-maximal effect; % is set by controls: 0 for no effect and ±100 for the full control effect; nearly all actives have a fitted effect of over 75% in size; some results filed as inactive show a strong effect at the top dose
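MLSMR compounds (23 nl, pin-transferred) preincubated 10 min at room temperature with a 500nM (2x) first reagent, then RGS4 at 900nM (2x) plus Transcreener GDP mix added; fluorescence polarization (620/688 nm) read before and after 90 min at 30 °C.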
ERG Ets-DNA blk: inhibitors of human ERG Ets domain-DNA interaction. Potency, µM (doses to about 76.9 µM), inactives show top-dose FP activity, negative = inhibition, most hits filed as inhibitors. P11308. actives 0.028% (n = 370,000). fluorescence polarization, His-ERG Ets domain / labelled DNA. AID 624246; active = well fitted inhibition curve with a large enough effect in the polarisation, with a control signal flat; inconclusive = small, poorly fitted or top-dose-only effect, or effect the other way, or a change in a side signal; inactive = no such curve, though single readings can be large or run the other way; the % refers to the polarisation;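 note: polarization taken with two DNA probes labelled with fluorescein and Texas red; potency is the fitted concentration of half-maximal effect; % of control where 0% means no effect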
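His-tagged ERG Ets domain (1 uM in the protein solution; 300mM KCl, 50mM Tris-HCl, 1mM EDTA, 1mM DTT, pH 7.5) received compound, then a probe mix of 5 nM fluorescein-DNA and 100nM Texas-615-DNA. Fluorescence polarization was read for both dyes.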
LDHA block: blocks human lactate dehydrogenase A; actives 0.15% (n = 480,000); purified LDHA, NADH/diaphorase-resazurin fluorescence; hits give low values; P00338; activity change, % (values are at about 110 or 230 µM); AID 1347041; in the data active = activity change below about -30%; inconclusive = mostly about -25% to -30%;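 note: plate controls were DMSO wells for no effect and wells without enzyme for full effect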
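LDH5 2 nM; NADH 0.06 mM, pyruvate 0.2 mM; 200 mM Tris pH 7.4, EDTA, Tween-20; 5 min RT. Detection: diaphorase 0.133 mg/mL + resazurin 37 µM, fluorescence ex540/em590 at 0 and 20 min; normalized to enzyme-free and DMSO wells.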
POLB inh: blocks human DNA polymerase beta activity; Potency, µM (doses to about 114 µM), for inactives: top-dose activity change, negative = inhibition, usual class: inhibitors; Pol beta primer extension/strand displacement, fluorescence kinetic; actives 1.3% (n = 340,000); AID 485314; note: potency is the fitted concentration of half-maximal effect; % is set by controls: 0 for no effect and ±100 for the full control effect
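10 nM enzyme + cpd, 15 min RT; start with substrate 50 nM final; read 0 min and after 10 min RT. Corrected, normalized data; 4-parameter Hill curve fit.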
* hit, by the source's call; ? = inconclusive; . = not tested or not shown; & = joins results of further samples; [ ] = another dose, or the depositor's remark. Unless noted, calls come from the whole dose curve; as a rule, active = well fitted curve in the direction sought with a large enough effect; inconclusive = small, poorly fitted or top-dose-only effect, or another doubt; inactive = no such curve, though single readings can be large; an effect the other way counts as inactive or inconclusive. These rows are one share of the data; count on the stated rates, not on these rows.

structure | RGS4 inhibitor | LDHA block | POLK inh | APE1 inh | ALOX12 inh | POLH inh | Anesthetic bind | POLB inh | ERG Ets-DNA blk
COC(=O)/C=C/C(=O)Nc1ccc(O)c(Cl)c1 | -20% | 7 | -20% | 4% | ? | ? | -10% | -2% | -1%
CC(=O)c1cccc(CN2CCCC(C(=O)c3ccc4c(c3)OCO4)C2)c1 (centres undefined) | 8% | -4 | -14% | ? | -2% | -17% | -15% | 0% | 9%
Cn1c(SC(C(=O)Nc2ccc(F)cc2)c2ccccc2)nc2ccccc21 (centres undefined) | -29% | -1 | 10% | -1% | 3% | -23% | -5% | 2% | -15%
COc1cccc(NC(=O)c2c(C)oc3nc(C)nc(N4CCCC4)c23)c1 | 10% | -8 | 1% | . | -29% | -13% | -1% | 33%[activator] | 2%
COC(=O)CN1C(=O)C(O)(CC(=O)c2ccc(F)cc2)c2ccccc21 (centres undefined) | -2% | -4 | 5% | . | -11% | -18% | 5% | 16% | -5%
CCCCNC(=O)c1ccc(Cn2c(=S)[nH]c3c([nH]c4ccc(OC)cc43)c2=O)cc1 | -9% | -10 | -13% | 0% | 1% | ? | 1% | ? | -12%
O=C(O)c1ccc(CNCc2ccc(Cl)cc2Cl)cc1 | -12% | -4 | -8% | -3% | ? | -22% | 4% | 8% | -5%
Nc1nc(SCc2cccc(Br)c2)n[nH]1 | -39% | -2 | -5% | 10% | ? | -7% | ? | -1% | -6%
Cc1cc(O)c2c(c1)C(=O)[C@@]13Oc4c5c(c(O)c6c(O)cc(C)cc46)C(=O)C[C@H](O)[C@H]5[C@@H]1[C@@H](O)CC(=O)C3=C2O | -39% | 13 | -26% | . | . | -8% | . | . | 14%
Cn1c(SCC(=O)N2CCCc3ccccc32)nc2cccnc21 | 3% | -7 | 1% | -2% | 0% | 8% | -9% | -3% | -12%
Cc1ccc(NC(=O)Cn2c(=O)n(CCCC(=O)NCc3ccco3)c(=O)c3ccccc32)cc1 | 29% | -1 | -7% | 4% | 3% | -5% | 4% | 0% | 10%
CCN(CC)S(=O)(=O)c1ccc(N2CCOCC2)c(NC(=O)C2=COCCO2)c1 | -7% | -1 | 0% | 6% | ? | -2% | -12% | 15% | 14%
ON=C(CCc1ccccc1)c1ccccc1 | -16% | 2 | -13% | . | -12% | -14% | . | . | -1%
CCN1CCN(Cc2ccc(NC(=O)c3cc(NC(=O)c4cc(-c5ccc(OC)cc5)n[nH]4)cc(OC)c3)cc2C(F)(F)F)CC1 | -12% | -6 | 1% | ? | -7% | -16% | -9% | -2% | 12%
COc1ccc(-c2nc(S(=O)(=O)c3ccc(Cl)cc3)c(NCc3ccccc3)o2)cc1 | -12% | 2 | 2% | . | ? | . | 21% | 17% | 3%
CCc1cccc2c(C(=S)N3CCOCC3)c[nH]c12 | 9% | -4 | -6% | 2% | -4% | -20% | ? | 11% | -2%
Cc1ccccc1N1C(=O)C(Oc2ccc(Cl)cc2)C1CNCC1CCCO1 (centres undefined) | 5% | -7 | -12% | -2% | -15% | -16% | -9% | 3% | 13%
Cc1ccc(NS(=O)(=O)c2ccc(NC(=O)CN(c3cc([N+](=O)[O-])ccc3C)S(C)(=O)=O)cc2)c(C)c1 | -13% | -6 | -21% | ? | -28% | -21% | -11% | 13% | 3%
CCCCC[C@@H]1C=C(C(=O)O)[C@H](c2ccc3c(c2)OCO3)N1S(=O)(=O)c1ccc(C)cc1 | -28% | -2 | -21% | 2% | ? | 0% | . | . | -5%
CCN(C[C@H]1N[C@@](CC)(C(=O)OC)[C@H]2C(=O)N(Cc3ccccc3)C(=O)[C@@H]12)C(=O)Nc1ccc(Cl)cc1 | -1% | -6 | 10% | 24% | -4% | -17% | . | . | -7%
O=C(CS(=O)(=O)Cc1ccccc1)Nc1ccccn1 | -22% | -4 | -4% | -4% | 2% | -15% | -1% | -6% | -4%
COc1ccc(NC(=O)c2cc(OCCCN(C)C)nn2Cc2ccccc2)cc1 | . | . | -3%[60.1 µM] | 1% | ? | . | -14% | . | .
COc1ccc(C(=O)CSc2nc(-c3ccccn3)nc(C)c2Cl)cc1 | -2% | -3 | -8% | -1% | 9% | -7% | -1% | 5% | -9%
CCNc1nc(NC(C)C)nc(Oc2ccc(OCc3ccccc3)nn2)n1 | -4% | -1 | -10% | 2% | -14% | 5% | -9% | -2% | 1%
O=C(Nc1c2c(nn1-c1ccc(Cl)cc1)CS(=O)(=O)C2)c1cccc(Cl)c1 | 20% | -6 | 0%[60.1 µM] | . | -23% | -4% | 4% | 2% | -3%
CCN(CC(=O)NCc1ccc(F)cc1)C(=O)/C=C/c1ccco1 | -30% | -2 | 1% | -1% | ? | -6% | -10% | -2% | 11%
COc1ccc(CN2C(=O)C(CC(C)C)Nc3ncnc(N4CCN(c5ccccc5)CC4)c32)cc1 (centres undefined) | 21% | -3&-3 | -19% | -1% | ? | -28% | . | . | 10%
CC(C)(C)c1ccc(C(=O)NNc2cc(N3CCCCC3)nc(N3CCCCC3)n2)cc1 | 30% | -1 | -8% | 0% | 11% | 7% | ? | -18% | -1%
CC1CCC(N2CC(=O)N(C3CCCCC3)C(c3ccc(F)cc3)C2=O)CC1 (centres undefined) | 14% | 6 | -2%[60.1 µM] | . | -20% | -18% | ? | -1% | 1%
CC(C)Sc1cc(N2CCCC2)nc(-c2ccccc2)n1 | -1% | 1 | -6% | -20% | -13% | -16% | -7% | 6% | -5%
COc1cc(C=O)ccc1OS(=O)(=O)c1ccccc1[N+](=O)[O-] | -20% | -2 | -14% | 1% | -13% | -16% | -12% | ? | 1%
c1ccc(CCNc2nc(-c3ccncc3)cs2)cc1 | 0% | -3 | -6% | -3% | 0% | 9% | ? | 5% | 14%
CCc1ccc(-n2nc(C)c3c(C)cc(=O)n(CC(=O)Nc4cc(C)ccc4C)c32)cc1 | 17% | -4 | 0% | . | -5% | -11% | -4% | 5% | -2%
Cc1ccccc1OCC(=O)Nc1c2c(nn1C(C)(C)C)CS(=O)(=O)C2 | 21% | -2 | -8% | 10% | 28% | -6% | -2% | 14% | -9%
CCOc1ccc(CC(=O)NCCc2sc(-c3cccc(F)c3)nc2C)cc1 | -5% | -3 | -13%[60.1 µM] | . | ? | -5% | -6% | 9% | 1%
Fc1ccc(-c2nn(-c3ccc(Cl)cc3)c3c2cnc2ccc(F)cc23)cc1 | -7% | -1 | -2%[60.1 µM] | . | -6% | -5% | 2% | 21% | -2%
CCN(CC)S(=O)(=O)c1cc(C(=O)NCCN2CCOCC2)ccc1Cl | -15% | -3 | -6% | 14% | -29% | -5% | -3% | 17% | 7%
COc1ccc(S(=O)(=O)N(C)C[C@H]2Oc3c(NC(=O)Nc4c(C)noc4C)cccc3C(=O)N([C@H](C)CO)C[C@@H]2C)cc1 | -16% | 3 | 10% | 13% | -7% | -3% | . | . | 8%
Cc1ccc(CNC(=O)c2ccc(N3CCC4(CC3)CC(c3ccccc3)=NO4)c(N)c2)cc1 | -9% | -2 | -6% | 46%[activator] | -14% | -8% | -7% | 10% | -5%
CCCc1cc(=O)[nH]c(SCC(=O)Nc2sc3c(c2C(N)=O)CCCC3)n1 | ? | -1 | -5% | -2% | ? | ? | . | . | .
CCCCN(C)Cc1c(O)ccc2c(=O)c(-c3ccccc3OC)coc12 | -7% | -1 | 7% | 4% | 18% | -12% | 103%[activator] | -16% | -3%
O=C(Nc1ccc2c(c1)CCCN2C(=O)c1cccs1)c1cccc(F)c1 | -1%[11.4 µM] | 0 | 10% | -4% | -12% | -16% | -22% | 2% | 9%
COc1ccc(CCN2Cc3c(N)cccc3C2=O)cc1OC | -41% | -6 | -3% | 18% | -28% | -6% | -1% | 2% | -22%
S=c1[nH]nc(-c2ccccn2)n1/N=C/c1cccs1 | 7% | 1 | -7% | 5% | -18% | 5% | -4% | 4% | .
Cc1c(C(c2ccc(N(C)C)cc2)c2c(C)n(C)n(-c3ccccc3)c2=O)c(=O)n(-c2ccccc2)n1C | 11%[11.4 µM] | 9 | -11%[60.1 µM] | 4% | 47%[activator] | 1% | -20% | 0% | -11%
Cc1cc(/C=N/NC(=O)C(=O)NCc2ccccn2)c(C)n1-c1ccccc1 | -11% | -7 | -4% | -1% | -2% | -17% | -5% | -16% | -12%
O=C(COC(=O)c1ccc([N+](=O)[O-])o1)Nc1nc2ccccc2s1 | 0% | 3 | -17% | 0% | -29% | 1% | -8% | -2% | 4%
Cc1ccc(NS(=O)(=O)c2ccc(/C=C/C(=O)O)cc2)cc1Cl | -15% | -5 | -18% | -1% | -8% | -16% | -8% | -7% | 0%
Cc1ccc(NC(=S)Nn2cnnc2)c(C)c1 | . | . | . | 33% | ? | . | -6% | 5% | .
CNC(=O)c1ccc(NC(=O)c2cc(S(=O)(=O)N(C)C)ccc2N2CCCC2)cc1 | 20% | -6 | -24% | -6% | -2% | -2% | . | . | -3%
Cn1c(COc2ccccc2)nnc1SCCC(=O)Nc1ccccc1 | 25% | -3 | -11% | -4% | 0% | 4% | -7% | 3% | -13%
Cc1c(NS(=O)(=O)c2cccc(C(=O)OCC(=O)c3ccc(Cl)cc3)c2)c(=O)n(-c2ccccc2)n1C | 0% | -7 | -12% | . | 12% | -9% | . | . | 3%
